From PubChem
PvdQ inh – P. aeruginosa PvdQ acylase inhibition; inhibition, % at 10 µM; hit rate 0.063% among 340,000; AID 488965; purified PvdQ acylase, fluorescence plate reader; in the data active means inhibition above about 30%, passing the limit was not always enough; inconclusive means no clear call, values can overlap the other calls;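 further: 0% = vehicle neutral wells and 100% = reference inhibitor wells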
Wnt bcat act – activates Wnt/beta-catenin signaling in a reporter cell assay. activator, plate reader. activation, % at 9.35 µM. hit rate 1.2% among 300,000. AID 743398; in the data active means activation above about 30%, passing the limit was not always enough; inconclusive means no clear call, values can overlap the other calls;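 further: 0% = neutral control wells and 100% = positive control wells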
AddAB inh – less growth of phage-infected E. coli with AddAB; hit rate 0.29% among 330,000; E. coli expressing H. pylori AddAB, absorbance growth; inhibition, % at 11.9 µM; AID 435030; in the data active means inhibition above about 12%;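 further: 0% = vehicle wells of infected cells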
phage Ecoli inh – E. coli growth loss with phage present; inhibition, % at 11.9 µM; hit rate 0.26% among 360,000; growth absorbance; AID 651602; in the data active means inhibition above about 11%
Ecoli viability – bacterial growth inhibition, counter-screen for AddAB inhibitors; hit rate 0.27% among 330,000; E. coli V3065 growth, OD600 absorbance, 18 h; inhibition, % at 11.9 µM;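 active means inhibition above the campaign's mean inhibition across all tested compounds plus 3 SD, cut at about 9.9% in these data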;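 further: uninfected addAB+ strain grown without phage in ampicillin broth; 0% = DMSO wells and 100% = ciprofloxacin 0.95 µg/ml wells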
DAGLB inhibitor – blocks human DAGLB lipase activity. inhibition, % at 5.17 µM. HEK293T DAGLB membrane lysate, EnzChek fluorogenic substrate. hit rate 0.059% among 340,000; in the data active means inhibition above about 34%;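 further: 0% = enzyme with vehicle and 100% = wells lacking enzyme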
Target sequence (Q8NCG7 whole entry, looked up): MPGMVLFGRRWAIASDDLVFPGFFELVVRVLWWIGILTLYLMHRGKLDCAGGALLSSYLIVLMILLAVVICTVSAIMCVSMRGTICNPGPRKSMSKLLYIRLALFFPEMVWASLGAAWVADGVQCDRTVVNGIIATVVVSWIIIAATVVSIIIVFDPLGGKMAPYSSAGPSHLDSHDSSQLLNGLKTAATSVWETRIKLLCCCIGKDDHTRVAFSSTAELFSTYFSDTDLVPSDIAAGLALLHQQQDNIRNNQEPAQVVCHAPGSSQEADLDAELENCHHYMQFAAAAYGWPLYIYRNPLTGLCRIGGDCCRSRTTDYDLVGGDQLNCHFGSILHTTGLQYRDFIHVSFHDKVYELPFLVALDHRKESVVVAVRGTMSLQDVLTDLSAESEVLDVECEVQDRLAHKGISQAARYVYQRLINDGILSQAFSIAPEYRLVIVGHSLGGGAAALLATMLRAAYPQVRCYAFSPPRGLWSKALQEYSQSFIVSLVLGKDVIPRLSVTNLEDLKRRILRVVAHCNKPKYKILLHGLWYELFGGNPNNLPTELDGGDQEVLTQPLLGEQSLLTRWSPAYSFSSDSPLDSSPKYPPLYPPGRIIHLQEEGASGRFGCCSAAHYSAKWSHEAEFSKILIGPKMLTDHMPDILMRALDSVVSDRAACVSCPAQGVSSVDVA
Rtt109 HAT inh – C. albicans Rtt109 histone acetyltransferase inhibition | hit rate 0.16% among 330,000 | inhibition, % at 34.9 µM | purified Rtt109/Vps75, ThioGlo CoA-SH fluorescence, 4 h | Q5AAJ8 | AID 540336;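 active means inhibition of at least 50% in every replicate; inconclusive means best replicate reaches 50% inhibition but some replicates fall short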
PfHsp90 yeast 2 – growth inhibition of yeast expressing Plasmodium Hsp90; inhibition, % at 9.4 µM; hit rate 0.32% among 310,000; S. cerevisiae expressing PfHsp90, BacTiter-Glo ATP, 48 h; yeast lacking PDR1 and PDR3 efflux regulators;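 active means every replicate shows inhibition above about 80%, whatever the replicate mean, limit read from the data; inconclusive means mean inhibition reaches the set limit but some replicate falls short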;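 further: 0% = DMSO neutral controls and 100% = 20 µM radicicol positive controls; yeast relying on Plasmodium falciparum Hsp90 in place of its own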
Tat transport – inhibitors of E. coli Tat protein transport. hit rate 0.036% among 340,000. inhibition, % at 10 µM. E. coli MC4100 TorA-mCherry Tat export, fluorescence;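 active means mean replicate inhibition at least 50% and at least half of replicates individually reaching 50%; inconclusive means only one of the two criteria met; inactive means neither criterion met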;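 further: exported cargo escapes ClpAP degradation while cytoplasmic cargo is degraded and loses fluorescence; 0% = median of neutral control wells and 100% = median of NaSCN control wells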
CAL PDZ inh – human CAL PDZ-peptide interaction inhibition; Q9HD26; purified CAL PDZ, TMR-peptide fluorescence polarization, 1 h; inhibition, % at 20 µM; hit rate 0.02% among 330,000; AID 504414;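 active means highest replicate inhibition of at least 40%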;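 further: plate controls were DMSO neutral control wells for no effect and unlabeled competitor peptide control wells for full effect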
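System: purified tagged CAL PDZ domain construct (CerCALP). Schedule: 1 h incubation at room temperature before polarization reading. Medium: 25 mM sodium phosphate pH 7.4, 150 mM NaCl, TCEP, IgG, Thesit. Read-out: percent inhibition from loss of millipolarization. Measured by: FP readout, S and P plane fluorescence. Probe or stimulus: fluorescent TMR peptide probe.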
The depositor's hits bear a star; ? = inconclusive; nt = no result given; & = joins results of further samples.

Values run as follows: PvdQ inh	Wnt bcat act	AddAB inh	phage Ecoli inh	Ecoli viability	DAGLB inhibitor	Rtt109 HAT inh	PfHsp90 yeast 2	Tat transport	CAL PDZ inh
O=C(O)CCCN1C(=O)c2ccc(C(=O)c3cccc([N+](=O)[O-])c3)cc2C1=O
 : 15.8	-0.9	2.6	3.8	-0.4	-0.2	3.4	-11.8	-5.5	0.3
OC(CNc1ccccc1)COc1ccc(OCC(O)CNc2ccccc2)cc1 (stereo not drawn)
 : -7.7	nt	1.3	2.8	0.3	1.9	2.9	nt	7.9	-4.2
CSc1nc(-c2ccco2)nn1C(=O)c1ccccc1Cl
 : -11.1	2.9	nt	2.4	nt	1.1	2.2	-12.8	2.1	-2.3
Cc1ccccc1/C=N\NC(=O)c1ccccc1-n1cccc1
 : 4.1	-1.5	0.1	0.5	0.8	-2.5	-2.6	-3.7	-11.3	-0.6
CC(C)COC(=O)C1C(=O)CC(C)(O)C(C(=O)OCC(C)C)C1c1cccnc1 (stereo not drawn)
 : -12.9&-0.2	-4.1	0.8	2.5	4.4	-0.3	0.1&-3.6	-11.5	1.5&2.3	-0.1
COC(=O)CC1COc2ccccc2N1S(=O)(=O)c1ccc(Br)cc1 (stereo not drawn)
 : -4.7	-0.1	-0.1	0.5	-0.4	-8.1	-12.5	-28.5	8.4	-0.9
C=CCN1C(=O)c2ccc(C(=O)N(CCOC)c3c(N)n(CCCC)c(=O)[nH]c3=O)cc2C1=O
 : -14.8	4.7	-0.2	2.0	0.0	0.6	-6.3	nt	3.6	-1.3
CC(C)c1ccc(NC2CCCN(C(=O)CCCn3cncn3)C2)cc1 (stereo not drawn)
 : 4.5	-2.7	1.1	2.0	-1.0	-0.1	8.6	3.2	19.7	0.1
Cc1cc(C(=O)Cn2c(CO)nc3ccccc32)c(C)n1C
 : -12.8	-1.1	-1.1	4.0	1.8	-0.6	2.0	-5.3	-2.0	-1.8
COc1c(O)c(=O)n2c3ccccc3c3ccnc1c32
 : -16.7	-0.8	4.7	1.4	2.2	-0.3	-3.2	25.6	-9.9	0.7
Cc1ccc(CNC(=O)CN2CCN(Cc3ccc(Cl)cc3)C2=O)cc1
 : -1.3	nt	0.5	1.5	-1.3	-1.0	5.7	-4.2	1.9	0.1
CCOc1ccc(NC(=O)COC(=O)CNC(=O)c2ccc(-c3ccccc3)cc2)cc1
 : -9.6	2.2	1.4	1.6	-0.5	-5.7	-2.4	-10.0	-11.3	0.8
COC(=O)CCC(=O)N1CCOCCOCCOCC1
 : -14.7	-5.6	1.9	0.3	-2.7	-0.8	nt	10.4	-25.1	-0.2
CCOC(=O)c1sc2ncn(C(CC)C(=O)OCC)c(=O)c2c1C (stereo not drawn)
 : 4.2	nt	-0.2	2.4	-1.2	-7.1	4.3	2.3	-13.2	nt
c1ccc(-c2noc(-c3cccnc3)n2)cc1
 : 4.3	?	1.8	2.5	-1.1	-5.5	15.4	-14.9	-5.8	-2.7
O=C(O)c1cc(-c2ccc3c(c2)OCCO3)n[nH]1
 : -10.1	-1.9	2.8	3.7	-0.4	2.8	3.3	6.8	-1.8	0.1
CC(C)N1CCN(Cc2ccc(-c3ccccc3)cc2)CC1CCO (stereo not drawn)
 : -9.4	0.0	1.1	1.4	1.2	1.3	-6.5	-13.8	-20.0	-14.3
C=C[C@]1(C)C[C@H]1[C@H](NP(=O)(c1ccccc1)c1ccccc1)c1ccccc1
 : -0.5	-5.9	-0.6	3.3	-2.2	-7.8	1.4	nt	9.6	-0.9
CN(C)CCCNS(=O)(=O)c1cc(Cl)c(Cl)cc1Cl
 : -6.6	6.0	-3.0	0.9	-3.2	-4.3	-22.1	-19.0	1.7	0.7
COc1ccc(-n2nc3c(c2NC(=O)C2CC2)CS(=O)(=O)C3)cc1
 : -15.0	-1.3	1.0	-0.4	-0.5	-0.5	-25.1	14.6	-13.3	-2.1
CSC1=NCCN1C(=O)Cc1cccs1
 : -20.0	-2.5	4.3	-0.6	0.3	1.9	6.2	2.6	-8.6	0.5
CC(=O)Nc1c(C(=O)c2ccccc2)oc2ccccc12
 : 0.9	nt	4.9	3.1	3.3	0.0	-3.3	12.7	-0.5	-1.5
O=C(NC1=NCCS1)c1cc(-c2cccc(Br)c2)nc2ccccc12
 : -15.6	nt	2.1	2.2	-3.1	-5.0	-0.9	-12.5	-8.8	-1.2
CCNC(=O)CC1C(=O)N(c2ccc(F)cc2)C(=S)N1CCc1ccncc1 (stereo not drawn)
 : 1.3	-0.8	0.5	4.0	-0.8	0.1	1.0	nt	-11.3	-0.6
CC(=O)Nc1ccc(/C=C/c2nc3ccccc3o2)cc1
 : -12.3	51.6*	-1.0	-2.3	-2.8	-1.8	0.2	9.3	5.9	nt
CC1CCN(C(=O)c2cc3c(ccc4ccccc43)o2)CC1
 : -5.4	33.1*	1.2	2.0	0.4	-14.4	-1.0	-23.7	6.2	-2.9
CN(C)S(=O)(=O)c1ccc2nnn(OCC(=O)NC3CCS(=O)(=O)C3)c2c1 (stereo not drawn)
 : -7.7	-3.2	-0.8	2.3	-1.4	-0.4	-11.5	-27.0	3.2	0.5
Cc1ccc(C(O)C(=O)c2ccco2)cc1 (stereo not drawn)
 : -2.9	2.3	2.3	2.5	2.9	-1.4	3.0	-11.9	-5.2	-0.6
CCCc1cc(=O)n2[nH]c(C)c(-c3ccccc3)c2n1
 : -6.3	nt	-5.2	1.2	-2.5	0.6	-5.9	-9.4	2.6	-3.2
O=C(NNC(=O)C12CC3CC(CC(C3)C1)C2)c1cccc(O)c1
 : -6.8	-0.1	1.9	1.7	-2.0	-1.9	-4.9	-25.8	5.5	-1.7
O=C(NNC(=O)C1CCN(Cc2ccc(Cl)c(Cl)c2)CC1)c1cccs1
 : -0.8	-1.1	1.0	6.3	0.3	-0.3	-4.9	15.0	-3.8	-1.3
COCCN(C(=O)Cc1cccs1)C(C(=O)NCc1ccc(OC)cc1)c1ccc(C(C)C)cc1 (stereo not drawn)
 : -1.6	-5.2	0.4	2.2	-1.1	-7.0	6.8	2.9	1.1	-2.0
O=C(c1ccccc1Oc1nnnn1-c1ccccc1)N1CCOCC1
 : 0.0	0.3	-1.4	2.1	2.0	-1.7	0.1	-9.8	4.1	-0.5
NC(N)=N/N=C/c1ccccc1
 : -1.6	-12.5	2.0	3.1	2.0	1.9	12.1	10.4	-9.8	-2.1
O=C(Nc1ccc(C(=O)N2CCCC2)cc1)c1cccc(C(F)(F)F)c1
 : -0.5	-2.3	-0.1	4.5	3.5	-2.3	-1.5	-10.1	0.4	-1.6
Cn1nnc2c[n+](CC(=O)c3ccc(Cl)cc3)cc(Br)c21
 : nt	2.3	1.2	1.3	-0.3	nt	nt	nt	nt	nt
CC(C)(C)c1nc(SCC(=O)NNC(=O)c2ccccc2)c2ccccc2n1
 : 2.1	0.7	1.9	-0.7	0.1	-2.9	12.7	19.6	-3.4	-2.9
COc1cccc(-c2ncc3ccccc3c2CO)c1
 : -6.4	2.8	-1.1	1.8	-1.2	-0.5	-1.4	17.1	-6.5	0.3
CN(C)CCCNCCCNC(=O)/C(=N\O)c1ccccn1
 : -9.6	nt	1.4	1.7	-0.4	0.7	1.1	nt	5.1	-1.0
CC(=O)NCCCC(=O)NC(CCC(=O)OCc1ccccc1)C(=O)OCc1ccccc1 (stereo not drawn)
 : -10.5	0.9	0.2	1.8	-0.6	-2.1	5.4	nt	4.4	0.7
O=C(c1ccc2nc3ccccc3c(=O)n2c1)N1CCN(Cc2ccc3c(c2)OCO3)CC1
 : -4.2	nt	1.4	0.0	-0.7	2.0	-105.7	29.2	12.3	-0.9
CC1CCCCC1NC(=O)Cn1c(=O)cnc2ccccc21 (stereo not drawn)
 : -11.3	-3.6	-1.9	3.0	-0.4	3.3	9.4	nt	2.5	-0.5
O=C(CCN1C(=O)/C(=C/c2ccccc2Cl)SC1=S)NC1CCS(=O)(=O)C1 (stereo not drawn)
 : 0.1	0.5	0.9	1.7	1.3	1.4	-6.8	-17.5	-8.8	-2.3
COc1cccc(-c2nnn(CC(C)=O)n2)c1
 : 10.5	nt	1.8	2.5	-0.8	1.6	8.6	-7.7	-5.6	0.4
COC(=O)c1ccccc1NC(=O)CN1CCN(c2ccccn2)CC1
 : -2.4	-0.3	-0.2	1.2	-1.3	-6.2	-6.2	10.6	2.9	-1.1
CS(=O)(=O)N1CCN(c2ccc(NC(=O)c3ccc(Br)o3)cc2)CC1
 : -8.7	56.7*	0.5	1.8	-0.7	-0.1	0.2	-18.6	-15.8	0.4
CCc1ccc(N2CC(C(=O)Nc3ccc(S(=O)(=O)Nc4nccs4)cc3)CC2=O)cc1 (stereo not drawn)
 : -2.2	2.2	2.7	-2.4	-0.1	2.8	3.6	4.9	-10.2	-1.1
CC(C)(C)c1cc(CCC(=O)NNC(=O)c2ccncc2)cc(C(C)(C)C)c1O
 : 2.7	0.6	0.3	2.1	0.5	-3.8	11.9	nt	-2.5	-1.5
CCC(C)C(=O)Nc1cc(C(=O)OC)ccc1C(=O)OC (stereo not drawn)
 : -12.8	-0.3	0.7	nt	1.4	-7.7	7.2	41.4	-12.7	-0.9
Cc1ccc(-n2nnc(-c3cccnc3)n2)cc1
 : -11.5	22.3	-0.3	-0.6	0.5	-5.2	-1.4	-11.8	-0.5	0.1
CNc1cc(CS(=O)c2ccccc2)nc(-c2ccccc2)n1 (stereo not drawn)
 : -0.6	-1.1	3.0	2.1	-2.4	-2.9	-15.4	-3.5	4.9	-0.7

Outcome played no part in choosing rows; about 1.9% have a hit in one of these screens.
